Assay outcomes as filed in PubChem.
GSIS activator – GLuc luminescence reporter in INS-1E cells, primary screen for activators of glucose-dependent secretion of insulin. INS-1E GLuc reporter insulin secretion, 2-3 h. hit rate 0.61% among 370,000. activation, % at 16.6 µM. AID 743287;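 active means lowest replicate activation of at least 40%, so every replicate reaches that level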;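 further: 0% = median of neutral control wells and 100% = median of IBMX positive control wells; some compounds called inactive have numbers as strong as hits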
DENV2 CPE – protects cells from dengue virus 2 cytopathic effect | DENV2-infected cells, cytopathic effect rescue, plate reader | CPE inhibition, % at 9.99 µM | hit rate 1.7% among 350,000 | AID 651640; in the data active means CPE inhibition above about 20%, passing the limit was not always enough; inconclusive means no clear call, values can overlap the other calls; tested in BHK-21 cells;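 further: 0% = median of neutral control wells and 100% = median of positive control wells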
EWS-Fli block – inhibitors of EWS/Fli oncoprotein transcriptional activity. A673 NR0B1-luciferase reporter, viability-normalised. inhibition, % at 12.6 µM. hit rate 0.67% among 350,000;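 active means mean inhibition of at least 50% after viability correction, with every replicate also passing that limit; inconclusive means mean reaches 50% but only one of two replicates passes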;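 further: firefly luciferase signal divided by Alamar Blue viability fluorescence both relative to DMSO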
PAX8 reporter – lowers PAX8-driven luciferase in RMG-I cells | RMG-I TPO-luciferase reporter, SteadyGlo, 24 h | inhibition, % at 12.6 µM | hit rate 1.2% among 360,000;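 active means mean replicate inhibition at least 60% with every replicate also reaching 60%; inconclusive means only one of the two criteria is met; inactive means mean below 60% and not all replicates reaching 60%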;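 further: luciferase light reporting Pax8 driven TPO promoter activity; plate controls were median of neutral control wells for no effect and mitoxantrone controls for full effect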
CFTR F508del cor – CFTR F508del correction in bronchial cells; CFBE cells, YFP halide quenching; stimulated with forskolin plus potentiator P3; % fluorescence drop versus neutral controls; activity (quench increase), % at 7.58 µM; hit rate 0.36% among 350,000; AID 720511;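 active means mean added fluorescence quench of at least 8% versus neutral control, with both replicates also reaching 8%; inconclusive means only one of the mean or replicate conditions met; inactive means mean below 8% and not both replicates reaching 8%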;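 further: cells transiently co-express mutant CFTR-F508del with the halide-sensitive YFP; corrector assay measuring rescue of mutant channel to the surface after 24 h compound exposure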
miR-122 sensor – inhibitors of miR-122 in Huh7 cells; hit rate 0.3% among 340,000; Huh7 miR-122 Renilla luciferase sensor, 48 h; neutral wells = 0, positive control = 100; activation (reporter increase), % at 12.5 µM;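 active means mean replicate activation score at least 90 and every replicate individually at or above 90; inconclusive means only one of the two criteria met; inactive means neither criterion met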;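 further: higher luciferase means less miR-122 activity so hits act as miR-122 inhibitors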
FN deposition inh – fibronectin deposition inhibition; AH1F fibroblasts, Alexa488-fibronectin deposition fluorescence, overnight; inhibition, % at 12.6 µM; hit rate 0.086% among 350,000; AID 743247;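 active means mean inhibition across replicates of 30% or more, regardless of how many single replicates reach that level; inconclusive means mean under 30% yet at least half of replicates reach 30%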;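 further: positive control wells lacked labelled fibronectin entirely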
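test system = AH1F fibroblasts assembling fluorescent fibronectin matrix | quantity = 10000 AH1F cells per well | buffer or medium = DMEM plus 2% serum, read in PBS | doses = single dose, pinned | incubation = 1 h cell attachment, overnight exposure to compound and label | detection = fluorescence at 485 nm excitation, 525 nm emission | read-out basis = inhibition from reduced deposited-fibronectin fluorescence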
* hit, by the source's call; ? = inconclusive; . = no result given; [ ] = remark or other dose.

Structure	GSIS activator	DENV2 CPE	EWS-Fli block	PAX8 reporter	CFTR F508del cor	miR-122 sensor	FN deposition inh
COc1ccccc1Cc1c(C2CCCCC2)nc2c(C)cc(Br)cn12	-5	3	-1	-3	0.2	.	-3
CCCOc1ccc(C(=O)Nc2nc(C)c(Cc3ccc4c(c3)OCO4)s2)cc1	12	1	4	-11	4.3	2	14
O=C(Nc1ccc(F)cc1F)C1CCN(c2ncnc3c2sc2cccc(F)c23)CC1	.	-6	10	-1	-0.5	-3	-15
Nc1ccc(Cc2ccc([N+](=O)[O-])cc2)cc1	.	-11	19	10	2.9	.	4
C[C@H](CO)N1C[C@H](C)[C@@H](CN(C)C(=O)C2CCCCC2)OCCCC[C@H](C)Oc2ccc(N(C)C)cc2C1=O	-3	.	-3	0	-1.5	-4[16.7 µM]	.
O=C(COc1ccccc1Cl)NCCCNC(=O)c1ccccn1	11	-4	21	-20	0.5	.	-3
O=c1[nH]c(=S)c2c(n1-c1ccccc1)CCC2	20	0	6	.	-1.6	-1	.
CC(CNC(=O)Cn1ccc(NC(=O)OCc2ccccc2)nc1=O)c1ccccc1 (stereo not given)	-2	36*	2	-8	-0.4	.	-1
CCC1CCCCN1C/C=C/c1ccccc1[N+](=O)[O-] (stereo not given)	10	-3	11	.	-5.1	0	.
CCOC(=O)c1[nH]c(C)c(C(=O)Nc2ccc(F)cc2)c1C	-12	-2	0	-12	0.1	-5	4
O=C(Nc1cc2c(=O)n(-c3ccc(Oc4ccccc4)cc3)ccc2oc1=O)c1ccccc1	3	16	8	14	-2.2	-9	-6
C[C@H]1CN([C@@H](C)CO)C(=O)c2cc(-c3cccnc3)cnc2O[C@H]1CN(C)C	-5	73*	-1	.	1.2	-2[16.7 µM]	-23

Record cards, from the list above.
`O=C(COc1ccccc1Cl)NCCCNC(=O)c1ccccn1` across the screens: GSIS activator: 11; DENV2 CPE: -4; EWS-Fli block: 21; PAX8 reporter: -20; CFTR F508del cor: 0.5; miR-122 sensor: .; FN deposition inh: -3
`C[C@H](CO)N1C[C@H](C)[C@@H](CN(C)C(=O)C2CCCCC2)OCCCC[C@H](C)Oc2ccc(N(C)C)cc2C1=O` across the screens: GSIS activator: -3; DENV2 CPE: .; EWS-Fli block: -3; PAX8 reporter: 0; CFTR F508del cor: -1.5; miR-122 sensor: -4[16.7 µM]; FN deposition inh: .

(more compounds)
Structure	GSIS activator	DENV2 CPE	EWS-Fli block	PAX8 reporter	CFTR F508del cor	miR-122 sensor	FN deposition inh
O=C(CNC(=O)c1ccco1)N=Nc1c(O)n(CCc2ccccc2)c2ccccc12	42	0	56*	26	0.2	18	-5
COc1ccc(OCC(=O)NNC(=S)NC(=O)c2ccc(Br)o2)cc1	11	-2	8	2	2.1	0	2
Cc1cccc(/C=C(\C#N)C(=O)Nc2ccccn2)c1	12	3	1	-5	-4.5	-2	-11
COc1cc(C(=O)Nc2cccc3c2CCCC3)cc(OC)c1OC	-8	1	-1	-19	-0.3	.	-1
CC(=NN=C(C)c1ccc(O)cc1)c1ccc(O)cc1	2	0	7	.	0.7	-1	-1
Cc1nc(-c2ccncc2)nc(NCCNc2ccc(C(F)(F)F)cn2)c1Cl	-3	-6	2	3	-3.7	.	-14
COc1ccc(C=NNC(=O)c2ccccc2NS(=O)(=O)c2cccs2)cc1O	2	?	5	-10	0.2	-5	-8
O=C(Cc1ccc(Cl)cc1)c1ccc(O)cc1	0	1	-127	-190	-1.9	.	-3
CC(=O)N[C@H]1CC[C@H](CCNC(=O)C2CCCCC2)O[C@@H]1CO	0	12	.	4	0.0	.	.
COc1ccc(N2CC(C(=O)Nc3nnc(SCC(=O)NC4CCCC4)s3)CC2=O)cc1 (stereo not given)	4	-1	4	.	2.0	3	1
O=C(Nc1ccc2c(c1)[C@@H]1C[C@@H](CC(=O)N3CCc4ccccc4C3)O[C@H](CO)[C@@H]1O2)C1CCOCC1	-11	-7	2	-3	-1.0	-2[16.7 µM]	.
O=C(Nc1scc(-c2ccccc2)c1C(=O)O)c1ccco1	.	.	.	-60	.	1	1

The list goes on.
Structure	GSIS activator	DENV2 CPE	EWS-Fli block	PAX8 reporter	CFTR F508del cor	miR-122 sensor	FN deposition inh
CC(C)C[C@H]1COc2cc(N(C)CCO)ccc2S(=O)(=O)N1	8	-4	-9	-7	-1.7	.	-7
O=C(OCC(=O)N1CCCC1)c1ccccc1C(=O)c1ccccc1	11	-1	-17	-35	-0.8	.	2
CCOc1ccccc1N1CCN(C(=S)Nc2ccc(S(N)(=O)=O)cc2)CC1	19	.	.	10	.	.	-5
CCC(=O)N1CCCCN2[C@H](C1)[C@@H](c1ccc(/C=C/c3ccccc3)cc1)[C@@H]2CO	15	-5	-1	-22	-3.2	6[16.7 µM]	.
N#C/C(=C/c1cccs1)c1ccccn1	17	-5	-137	-124	-1.8	.	-2
CC(C)n1c(=O)[nH]c2cc(C(=O)Nc3ccccc3)ccc21	8	4	-65	-27	0.2	3	-10
O=C(CN(C(=O)c1csnn1)c1ccc(F)c(Cl)c1)NCc1ccccc1	1	-2	2	9	4.1	0	-6
Cn1cc(S(=O)(=O)Oc2ccccc2)c(=O)n(C)c1=O	15	-3	-6	6	-0.4	.	.
CC1(C)CC(=Cc2ccccc2[N+](=O)[O-])C(=O)c2ccccc21	-1	0	-8	2	0.5	0	-5
S=C(NC1CC1)N1CCN(c2ccc(Cl)cc2)CC1	-22	3	4	2	.	.	-3
O=C(Cc1ccccc1[N+](=O)[O-])NCC(=O)c1ccc2c(c1)OCO2	12	19	-50	-85	-3.1	.	.
CCO[C@H]1OC(C(=O)NC2CC2)=C[C@@H](C)[C@@H]1CCCO	-5	6	-9	-17	-3.4	1	10

Carrying on.
SMILES	GSIS activator	DENV2 CPE	EWS-Fli block	PAX8 reporter	CFTR F508del cor	miR-122 sensor	FN deposition inh
Cc1cccc(C(=O)NNC(=O)c2ccco2)c1	0	-7	-7	-26	2.6	.	-2
Cc1ccc2nc(-c3ccc(NC(=S)NCCC(C)C)cc3)sc2c1	.	.	.	-223	.	-2	-2
CCCN(CCC)CCNC(=O)CCC(=O)Nc1ccc2nc(N3CCN(C)CC3)cc(C)c2c1	5	-3	13	-8	0.3	0	-1
O=C(CCNC(=O)c1ccco1)Nc1ccc(SC(F)F)cc1	.	-2	1	-10	-0.8	.	-1
Cc1ccc(/C([O-])=C(/C(=S)NCc2ccccc2)[n+]2cccc(CO)c2)cc1[N+](=O)[O-]	4	6	3	-6	0.4	2	-3
COc1ccc(-c2cnc3c(c2)C(=O)N([C@H](C)CO)C[C@H](C)[C@@H](CN(C)C)O3)cc1	7	-9	-10	.	1.3	36[16.7 µM]	-3
COc1ccc(C(=O)Nc2cc(OC)cc3cccnc23)cc1	-6	-1	-30	-11	-4.1	.	-8
CC1(C(=O)NS(=O)(=O)c2ccc(C#N)cc2)CCN1C(=O)C1(c2ccccc2)CC1 (stereo not given)	.	-7	2	3	-2.1	26	2
CC(C)CC#Cc1cnc2c(c1)C(=O)N([C@@H](C)CO)C[C@H](C)[C@@H](CN(C)Cc1ccccc1F)O2	-18	8	15	.	-1.6	-4[16.7 µM]	4
Cc1ccc(-c2cc(NC=O)c3ncc(-c4cccc(C(=O)N(C)C)c4)n3c2)cc1	-4	-4	14	19	-0.6	-2	0
COc1ccc(NC(=O)CCOc2ccccc2F)cc1S(=O)(=O)N1CCCCC1	-12	2	9	17	2.0	44	0
O=C(NCc1ccc2c(c1)OCO2)C1CCC(=O)N1C1CCCCC1 (stereo not given)	16	-4	-14	0	1.4	-2	-5
COc1ccc2c(c1)C(=O)N1[C@H]3c4cc(OC)ccc4OC[C@@H]3[C@H](c3ccccc3)[C@]1(C)C(=O)N2	25	?	47	-2	-4.2	-7	13
Cc1ccc2c(O)c(C)c(=O)[nH]c2n1	7	9	2	-1	1.3	-1	20
CC1CCCN(CCOCCSc2ccccc2)C1 (stereo not given)	-11	2	13	-16	.	.	12
O=C1CC(N2CCOCC2)C(=O)N1CCN1C(=O)CC(N2CCOCC2)C1=O (stereo not given)	.	.	.	1	.	-5	4
Cc1ccc(-n2nc3c(=O)n(C(C)C(=O)NCc4ccccc4Cl)nc(C)c3c2C)cc1 (stereo not given)	-29	1	.	42	2.0	.	-3
COc1ccc(C(=O)NCC(=O)N2CCCC(C(F)(F)F)C2)cc1OC (stereo not given)	2	7	6	3	0.9	-2	.
Cc1cc(C(C)(C)CC(C)(C)C)ccc1OCCOCC[N+](C)(C)Cc1ccccc1	333*	10	40	72*	5.0	-58	-1
COc1ccc(S(=O)(=O)Nc2nc3ccccc3nc2Nc2cccc(C(=O)O)c2)cc1	16	-1	14	2	-1.7	5	3
O=C(CCSc1nc(-c2ccco2)cc(C(F)(F)F)n1)NCCN1CCOCC1	.	1	0	-4	-3.0	1	-20
C/C=C/c1ccc(OCC(=O)N2CCc3cc(OC)c(OC)cc3C2)c(OC)c1	10	8	8	7	0.1	2	8
COc1ccc(-c2cn3ccc(C)cc3n2)cc1	-5	.	46	16	-0.6	12	1
O=C(c1cccc(C(F)(F)F)c1)N1CCN(CCc2ccccc2)CC1	-20	-1	4	.	3.8	-6	1
O=C(C[C@H]1C[C@H]2c3cc(NC(=O)CC4CC4)ccc3O[C@H]2[C@@H](CO)O1)NCC1CC1	0	9	0	-7	1.6	-2[16.7 µM]	0
CC1(C)Cc2c(cnn2-c2cccc(F)c2)C(NC(=O)CCc2cnccn2)C1 (stereo not given)	-8	-2	.	-48	0.1	-2	-3
CCCCSc1nnc(-c2ccc(C)cc2)c2ccccc12	.	-9	24	0	.	-1	2
Cc1c(NC(=O)c2ccc3c(c2)C(=O)N(Cc2ccco2)C3=O)cccc1C(=O)O	10	0	-7	1	3.1	.	4
CCOc1cc(-c2c(C#N)c(N)nc3c2CCc2ccccc2-3)ccc1O	-21	.	.	-2	.	.	0
